Lipid storage S3: qHTS Assay for Lipid Storage Modulators in Drosophila S3 Cells; 320,000 compounds, 0.64% hits; Potency in µM for hits, for the others lipid storage change, negative = inhibition, % at the top dose, mostly 46.1 µM; AID 2685; Drosophila S3 cells, BODIPY lipid droplet fluorescence, 18-24 h; cells fed with added oleic acid; active = well fitted inhibition curve with a large enough effect in the signal ratio, with a control signal flat, not every such curve was filed as active; inconclusive = small, poorly fitted or top-dose-only effect, or effect the other way, or a change in a side signal; the % refers to the signal ratio
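Laser-scanning cytometry quantifies lipid droplet accumulation (500–530 nm total intensity; droplet/cell object ratio) in oleic acid-fed (400 uM added) Drosophila S3 cells treated with a concentration series. 20 uM Triacsin C defined 100% inhibition.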
Lipid storage S3 cell count max: second read-out of Lipid storage S3, no call of its own (marks repeat the call); cell number change, %; measured here: cell count max response;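 cells counted by Cell Tracker Red CMTPX staining in the red channel; peak over a dose series mostly up to 46.1 µM; percent activity relative to internal control wells on each plate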
* marks the source's active call; other numbers are inactive results; i = inactive; ? = inconclusive; . = no result given; [ ] = dose if it differs, or a comment. % is scaled to controls: 0 for no effect and ±100 for the full control effect; potency is read from the fitted curve at half-maximal effect. Some of the compounds tested; the hit share may differ from the screen's.

SMILES	Lipid storage S3	Lipid storage S3 cell count max
COC(=O)c1ccc(C2Nc3cccc4cccc(c34)N2)cc1	-12%	-11
COc1c2n(C)ccc3c-2n(c(=O)c1=O)c1ccccc31	2%	.
COC(=O)c1ccc(C23CC4(C2)[C@H](CN(Cc2ccc(-c5ccccc5)cc2)[C@@H]4c2ccccc2)C3c2ccc(C(F)(F)F)cc2)cc1 (stereo partly specified)	8%	-7
Cc1ccc2ncnc(NCCCCCC(=O)O)c2c1	?	.
COCCn1nnnc1C(c1ccc(OC)cc1)N1CCN(c2ccccc2F)CC1 (stereo unspecified)	7%	14
O=[N+]([O-])c1ccc(S(=O)(=O)N/N=C/c2ccco2)cc1	-1%	12
CCCCn1c(N)c(N(CC(C)C)C(=O)c2ccc(S(=O)(=O)N(CC)c3ccccc3)cc2)c(=O)[nH]c1=O	19%	.
CN(C)C(=O)CC12CC3CC(C1)CC(CC(=O)N(C)C)(C3)C2	?	.
COc1ccc(C(=O)N2CCN(c3ccc(NC(=O)c4ccco4)cc3)CC2)cc1	1%	-4
CC(=O)c1ccc(N(CC(=O)NC2CCCC2)C(=O)c2ccc(C)s2)cc1	i	-14
COc1ccccc1-n1c(=S)[nH]c2c(sc(=S)n2-c2ccccc2C)c1=O	-1%	4
CCOC(=O)c1[nH]c2cc(OC)c(OC)cc2c1NC(=O)CN(C)C1CCCCC1	13%	-1

As a short view, part of the list above:
SMILES	Lipid storage S3	Lipid storage S3 cell count max
COC(=O)c1ccc(C2Nc3cccc4cccc(c34)N2)cc1	-12%	-11
COc1c2n(C)ccc3c-2n(c(=O)c1=O)c1ccccc31	2%	.
COC(=O)c1ccc(C23CC4(C2)[C@H](CN(Cc2ccc(-c5ccccc5)cc2)[C@@H]4c2ccccc2)C3c2ccc(C(F)(F)F)cc2)cc1 (stereo partly specified)	8%	-7

More compounds follow:
SMILES	Lipid storage S3	Lipid storage S3 cell count max
CCCc1nnc(NC(=O)CCC(=O)N2CCCCC2)s1	-9%	12
CCC(C)[C@H](NC(=O)N1CC(=O)Nc2ccccc21)C(=O)Nc1nccs1 (stereo partly specified)	?	.
CCCCCc1ccc(-c2cn(CN3C(=O)c4ccccc4C3=O)nn2)cc1	?	.
Cc1oc2c(C)c3oc(=O)c(CCC(=O)NCCCN4CCOCC4)c(C)c3cc2c1C	14%	4
CC(C)CC(c1nnnn1CC1CCCO1)N1CCN(c2nc3ccccc3s2)CC1 (stereo unspecified)	?	.
COc1cccc([C@H](O)Cn2cc(-c3ccc(CON=C(C)C)cc3)nn2)c1	?	.
Cc1ccc(C(=O)Nc2ccc3c(c2)CCC3)cc1S(=O)(=O)N1CCOCC1	12%	11
CCO/C=C1/C(=O)N(c2ccc(OC)cc2)C(=O)c2ccccc21	?	.
CCOc1cc(N2CCOCC2)c(OCC)cc1NC(=O)c1ccc(C)s1	-4%[9.22 µM]	-14
COC(=O)C1C(c2ccccc2)C(C(=O)O)C1c1ccccc1 (stereo unspecified)	-6%	-4
Cc1nnc(SCC(=O)Nc2cccnc2Cl)s1	-12%	.
COc1ccc(C=O)c(OC)c1	?	.
CN=C(c1ccc([N+](=O)[O-])cc1)N1CCCCC1	-13%	-1
CCN(CC(=O)Nc1ccc(NC(C)=O)cc1)C(=O)CN1C(=O)NC2(CCCC2)C1=O	4%	5
CSc1ncccc1C(=O)N(C)CC(=O)Nc1ccc(Cl)cc1	?	.
CC(OC(=O)c1cc2ccccc2cc1O)C(=O)Nc1ccc(S(N)(=O)=O)cc1 (stereo unspecified)	4%	0
CC1CN(C(=O)C2CCCCC2)C(C)CN1C(=O)C1CCCCC1 (stereo unspecified)	?	.
Cc1ccc(/C=C2\SC(=S)N(CCC(=O)Nc3ccc(O)cc3)C2=O)cc1	?	.
CC(C)[C@H](NC(=O)N1CCn2c1nc1ccccc12)C(=O)NCc1ccco1	18%	8
COc1ccccc1OC(=O)c1cc(Cl)nc2ccccc12	21%	.
O=C(CSc1n[nH]c(-c2ccncc2)n1)NC1CCS(=O)(=O)C1 (stereo unspecified)	?	.
CN(C)C(/C=C/Nc1ccc(F)cc1)=C(C#N)C#N	18%	-1
O=C(CC(=O)N/N=C/c1ccc(O)cc1)N/N=C/c1ccc(O)cc1	?	.
Cc1ccc(C(=O)Nc2nc(=O)n(C(=O)CC(C)C)s2)cc1	?	.
FC(F)(F)c1nc2ccccc2nc1N/N=C/c1c(Cl)cccc1Cl	?	.
CN(CC(=O)O)c1ccc(S(=O)(=O)N2CCOCC2)cc1[N+](=O)[O-]	?	.
O=c1cc(N2CCN(Cc3ccccc3)CC2)[nH]c(=O)n1Cc1ccc(F)cc1	11%	17
CCc1nnc(NC(=O)CSc2nnc(-c3ccc(S(=O)(=O)N(CC)CC)cc3)n2CC)s1	?	.
O=C(CN1CCN(C(=O)c2ccc(-c3nc4ccccc4s3)o2)CC1)Nc1ccccc1Cl	?	.
CC(C)OC(=O)Cn1cc(C#N)c2ccccc21	?	.
Cc1ccc(S(=O)(=O)Cc2ccc(C(=O)N3CCC(C(N)=O)CC3)o2)cc1	7%	-10
CCOC(=O)C(NC(=O)CC)(Nc1ccccc1)C(F)(F)F (stereo unspecified)	-8%	-9
COc1ccc(N2C(=O)CSC2c2ccncc2)cc1 (stereo unspecified)	?	.
CCOC(=O)C1C(C(=O)NN)C1C(=O)Nc1ccccc1 (stereo unspecified)	?	.
Cc1nn(-c2ccccc2)c(C)c1C(=O)N1CCN(S(=O)(=O)c2ccccc2)CC1	?	.
CC(=O)Nc1ccc(NC(=O)C2CCCN(c3nnc(-n4cccc4)s3)C2)cc1 (stereo unspecified)	2%	-9
COc1ccc(CCNC(=O)c2ccc3c(c2)SC2=NS(=O)(=O)CCN23)cc1	?	.
OC(CN1CCC(Cc2ccccc2)CC1)C(F)(F)F (stereo unspecified)	0%	2
CN(c1ccccc1)S(=O)(=O)c1ccc(NC(=O)c2ccccc2)cc1	?	.
CC1(C)CC(NC(=O)Cc2ccccc2)CC(C)(C)N1	?	.
COc1ccc(CCNC(=O)c2nc3ncccn3n2)cc1OC	5%	4
S=C(NCCc1ccccc1)N1CCN(C(=S)NCCc2ccccc2)CC1	?	.
CCCn1c(N)c(Sc2ccccc2)c(=O)n(CCC)c1=O	3%	6
O=C(c1cccc(C(F)(F)F)c1)N1CCC2(CC1)NCCc1[nH]cnc12	22%	.
OC1CN=C2C=CC=CN2C1 (stereo unspecified)	?	.
C/C(CC(=O)Nc1ccc(F)cc1F)=N\NC(=O)C(=O)N1CCCCC1	?	.
CC1CCCN(c2ccc(C(=O)NCc3ccc4c(c3)OCO4)cc2[N+](=O)[O-])C1 (stereo unspecified)	-3%	7
O=C(CSc1ccc(-c2ccco2)nn1)N1CCCCC1	1%	6
CCc1ccc(CN(C)CC(=O)Nc2ccc(S(=O)(=O)N3CCOCC3)cc2)cc1	?	.
O=C(Nc1nnc(SCc2ccccc2)s1)c1cccc([N+](=O)[O-])c1	?	.
CCOc1ccc(S(=O)(=O)Nc2ccc3c(c2)n(C)c(=O)n3C)cc1	i	-18
Fc1cccc(Cl)c1/C=N/Nc1c(Cl)cncc1Cl	?	.
CN(Cc1cn[nH]c1-c1ccc(-c2ccccc2)cc1)CC1CCOCC1	?	.
Cc1ccc(NC(=O)CSc2ncn[nH]2)cc1	-9%	-6
NC(=O)c1oc2ccccc2c1NC(=O)C1CCCCC1	i	.
COC(=O)CNC(=O)c1c(-c2c(Cl)cccc2Cl)noc1C	-3%	1
O=C(NCc1ccccc1)c1ccc(N2CCC3(CC2)CC(c2ccc(Cl)cc2)=NO3)c([N+](=O)[O-])c1	?	.
CCN1C(=O)C(CC(=O)Nc2cc(C)ccc2C)SC1=Nc1ccc(S(N)(=O)=O)cc1 (stereo unspecified)	?	.
O=C(C1COc2ccccc2O1)N1CCN(c2ccccc2)CC1 (stereo unspecified)	16%	-6
O=c1c2cc(F)ccc2sn1-c1ccccc1	?	.

Next part.
SMILES	Lipid storage S3	Lipid storage S3 cell count max
CN(CC(=O)Nc1cccc(F)c1)C(=O)c1cc(-c2ccco2)nc2ccccc12	?	.
CCn1c(=O)c(C(=O)CN2CCN(Cc3ccc4c(c3)OCO4)CC2)c(N)n(Cc2ccccc2)c1=O	?	.
CN(CCO)c1c2c(nc3cc(-c4cccc(F)c4)nn13)CCCC2	?	.
CC1SCC(=O)N(CC(=O)Nc2ccc3c(c2)OCCO3)C1=O (stereo unspecified)	?	.
COCCCNc1nc(-c2ccncc2)nc2ccccc12	13%	-6
COc1cc(C(=O)O/N=C2\C=CC(=O)C=C2C)cc(OC)c1OC	7%	2
O=C(CCn1c2c(c3ccccc31)CCCC2)NNC(=O)c1ccccc1[N+](=O)[O-]	2%	-14
CCCCC1CCC(C(=O)NCc2ccc3c(c2)OCO3)CC1 (stereo unspecified)	?	.
CC(C)Oc1ccc(C2CC(=O)N(c3cccc(/C=C/C(=O)O)c3)C2=O)cc1 (stereo unspecified)	2%	-1
N#Cc1cnn(-c2ccccc2)c1NC(=O)CN1CCOCC1	-4%	-16
CC1Cc2ccccc2N1CC(=O)N(C)c1c(N)n(Cc2ccccc2)c(=O)[nH]c1=O (stereo unspecified)	?	.
Cc1ccc(OCCOC(=O)c2nc3nccc(C)n3n2)cc1	?	.
COc1cccc(CNC(=O)Nc2cccs2)c1	?	.
CN(Cc1nccs1)C(=O)C1CCC(=O)N(CCCc2ccccc2)C1 (stereo unspecified)	?	.
Cc1cccc(C(=O)NCCN2CCN(c3ccccc3)CC2)c1	?	.
Cc1ccccc1N1CCN(C2CCCN(C(=O)c3csc(C(C)C)n3)C2)CC1 (stereo unspecified)	?	.
O=C(Oc1ccccc1)n1c(=S)oc2ccccc21	?	.
COc1ccc(NS(=O)(=O)c2cccc(C(=O)OCC(=O)NC3CC3)c2)cc1	?	.
Cc1c(CCC(=O)NCCCn2ccnc2)c(=O)oc2c(C)c3oc4c(c3cc12)CCCC4	?	.
COc1cccc2cc(C(=O)N(Cc3cccs3)CC3CCCO3)c(=O)oc12 (stereo unspecified)	3%	17
O=C(O)CSCC(=O)N1CCN(S(=O)(=O)c2cc(Cl)cc(Cl)c2)CC1	?	.
CCc1cccc(NC(=O)C2CCN(S(=O)(=O)c3c(C)noc3C)CC2)c1	?	.
Cc1ccc(Cl)cc1N(Cc1ccc(C(=O)NCc2cccnc2)cc1)S(=O)(=O)c1ccccc1	?	.
CCOC(=O)c1cc(-c2ccccc2)n(CC(=O)Nc2ccc(OCC)cc2)c1C	?	.

The last four compounds of the part before lead into the next:
SMILES	Lipid storage S3	Lipid storage S3 cell count max
O=C(O)CSCC(=O)N1CCN(S(=O)(=O)c2cc(Cl)cc(Cl)c2)CC1	?	.
CCc1cccc(NC(=O)C2CCN(S(=O)(=O)c3c(C)noc3C)CC2)c1	?	.
Cc1ccc(Cl)cc1N(Cc1ccc(C(=O)NCc2cccnc2)cc1)S(=O)(=O)c1ccccc1	?	.
CCOC(=O)c1cc(-c2ccccc2)n(CC(=O)Nc2ccc(OCC)cc2)c1C	?	.
Cc1ccc(Cn2nnc3c(=O)n(Cc4cc(C)ccc4C)cnc32)cc1	2%	-9
O=S(=O)(c1cc(O)ccc1O)c1cccc2c(S(=O)(=O)c3cc(O)ccc3O)cccc12	?	.
Cc1nnc(NC(=O)c2ccc(S(=O)(=O)C(F)F)cc2)s1	?	.
COc1cccc(/C=C/C(=O)OCC(=O)Nc2ccc3[nH]c(=O)[nH]c3c2)c1OC	18%	.
Cc1ccc(S(=O)(=O)CCC(=O)N(CCN2CCOCC2)c2nc3ccccc3s2)cc1	?	.
O=C(O)CCc1nc2cccnc2n1Cc1ccccc1	-16%	-10
CC1(c2ccccc2)NC(=O)N(CC(=O)Nc2ccc(S(=O)(=O)Nc3ncccn3)cc2)C1=O (stereo unspecified)	?	.
O=C(CN1C(=O)NC2(CCCC2)C1=O)Nc1ccccc1N1CCCC1	-1%	17
Cc1cc(Cl)c2oc(C(=O)N(CCO)Cc3ccccc3)c(C)c2c1	?	.
CCOC(=O)Cn1nnc(-c2ccc([N+](=O)[O-])cc2)n1	-8%	9
N#Cc1c(-c2ccc(F)cc2)cc(-c2ccccc2)nc1SCC(=O)NCC(=O)O	6%	6
O=C(CSc1nc2cc(C(=O)O)ccc2c(=O)n1-c1ccc(F)cc1)Nc1ccc(F)c(F)c1F	-1%	9
CC1=NOC(=O)/C1=C\c1ccc(-c2ccc(Br)cc2)o1	?	.
O=S(=O)(Nc1cc(Cl)ccc1-n1cncn1)c1ccc(F)cc1	?	.
COc1ccc(NC(=O)CN(C)C(=O)c2ccc(S(=O)(=O)Nc3ccccc3C)cc2)cc1	?	.
O=C(NCCC(=O)N1CCN(c2ccc(F)cc2)CC1)c1ccco1	?	.
COc1ccc(NC(=O)COC(=O)CCCc2c[nH]c3ccccc23)cc1OC	?	.
CCCCCNC(=O)C(=O)C1C(=O)Nc2ccccc21 (stereo unspecified)	15%	7
Cc1nc(-c2coc3cc(OCC(=O)O)ccc3c2=O)cs1	-4%	2
O=C(c1ccc(-c2ccccc2)cc1)N1CCN(c2ccccn2)CC1	?	.
COc1ccc(NC(C)C(=O)Nc2ccc(C#N)cc2)cc1Cl (stereo unspecified)	?	.

By substructure, those above containing a thiophene ring, fused or not (4)
SMILES	Lipid storage S3	Lipid storage S3 cell count max
CC(=O)c1ccc(N(CC(=O)NC2CCCC2)C(=O)c2ccc(C)s2)cc1	i	-14
CCOc1cc(N2CCOCC2)c(OCC)cc1NC(=O)c1ccc(C)s1	-4%[9.22 µM]	-14
COc1cccc(CNC(=O)Nc2cccs2)c1	?	.
COc1cccc2cc(C(=O)N(Cc3cccs3)CC3CCCO3)c(=O)oc12 (stereo unspecified)	3%	17

Screens deposited in PubChem by National Center for Advancing Translational Sciences (NCATS).
